Mito fusion act: inhibitors of mitochondrial division or activators of mitochondrial fusion; S. cerevisiae fusion-defective mutant growth rescue, CellTiterGlo 48 h; Potency, µM (titrated, usually from 46.1 µM), for inactives: at the top dose growth rescue (activation), actives largely listed as activators; actives 0.23% (n = 320,000); AID 485298;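 note: potency is the fitted concentration of half-maximal effect; % of control where 0% means no effect; nearly all actives have a fitted effect of over 45% in size; temperature-sensitive fusion mutants such as fzo1-1 at 37 °C on non-fermentable ethanol glycerol medium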
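Luminescent cell viability in 1536-well qHTS format served as the measure of rescued growth in ts fusion-mutant S. cerevisiae cultured on non-fermentable YPEG for 48 hours at 37C.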
Eya2 phos inh: inhibitors of human Eya2 phosphatase activity; recombinant Eya2, OMFP fluorescence dephosphorylation (OMFP is methylfluorescein phosphate); Potency, µM (highest dose often 76.9 µM), for inactives: at the top dose activity, negative = inhibition, actives largely listed as inhibitors; actives 0.006% (n = 330,000); note: potency is the fitted concentration of half-maximal effect; % is set by controls: 0 for no effect and ±100 for the full control effect
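Eya2 protein (added as 0.2 uM solution) was preincubated with compound for 10 min at ambient temperature in 50 mM HEPES pH 7.5, 50 mM NaCl, 5 uM MgCl2, 0.05% BSA, 1 mM DTT. OMFP (added at 50 uM) then reacted 10 min; fluorescence read at 485/525 nm.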
ELG1 repair inh: ELG1-dependent DNA repair inhibition; HEK293T ELG1-luciferase reporter, luminescence, 16 h; DNA damage induced by 5-fluorouridine; actives 2.3% (n = 330,000); Potency, µM (highest dose often 46.1 µM), for inactives: at the highest dose activity change, negative = inhibition, actives largely listed as inhibitors; note: potency is the fitted concentration of half-maximal effect; % is set by controls: 0 for no effect and ±100 for the full control effect; nearly all actives have a fitted effect of over 55% in size
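DMSO vehicle served as the neutral condition. Each well held 2,000 cells given 5-fluorouridine plus compound; after 16 hr at 37 °C/5% CO2, ONE-Glo was added and luciferase measured 30 min later.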
hERG WT inh: KCNH2 (human, wildtype) channel inhibition | actives 0.37% (n = 340,000) | Q12809 | activity change, % at 1.84 µM | U2OS, BacMam KCNH2, thallium flux FluxOr; hits give low values;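 active = maximum activity change below -70%; inconclusive = maximum activity change between -70% and -50%; inactive = maximum activity change above -50%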; note: % is set by controls: 0 for no effect and ±100 for the full control effect
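U2OS cells were transduced with wild-type KCNH2 virus (2.03 x 10^8 / mL) for 4 h at room temperature, then cultured overnight at 37 C. Thallium flux was read with FluxOr dye. Rate constants were normalized to DMSO controls.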
AT treatment: potential ataxia-telangiectasia treatment | […] A-T fibroblasts, KAP-1 phosphorylation AlphaLISA; neocarzinostatin DNA damage 30 min before lysis | Potency, µM (titrated, usually from 57.5 µM), without a hit: at the top dose activation, usual class: activators | actives 0.19% (n = 320,000) | AID 485349; note: potency is the fitted concentration of half-maximal effect; % of control where 0% means no effect; nearly all actives have a fitted effect of over 45% in size
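ATM-like activity read as KAP-1 phosphorylation via AlphaLISA donor/acceptor antibody pairs after lysis and 6 hr at 25C. Cells were ATM-null patient fibroblasts ([…], hTERT), dosed 60 min, then exposed to the DSB inducer NCS for 30 min.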
KCNH2 3.1 inh: inhibitors of human KCNH2 3.1 potassium channel isoform; U2OS KCNH2 3.1, thallium flux FluxOr; hits give low values; activity change, % (tested at about 1.8 µM); actives 0.95% (n = 340,000);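 active = maximum activity change below -70%; inconclusive = maximum activity change from -70% to -50%; inactive = maximum activity change above -50%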;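 note: thallium influx rate constant from kinetic fluorescence after stimulation buffer; % is set by controls: 0 for no effect and ±100 for the full control effect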
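Normalized rate constant (relative to positive and negative DMSO controls) derived from a 2 min kinetic fluorescence read after stimulation; U2OS cells expressing the 3.1 isoform via virus at 1.77 x 10^8 /mL.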
USP2a block: inhibitors of human ubiquitin-specific protease USP2a; O75604; USP2 core, Ub-CHOP2 coupled fluorogenic reporter, 485/531; Potency, µM (titrated, usually from 38.3 µM), for inactives: at the top dose activity change, negative = inhibition, most hits filed as inhibitors; actives 0.01% (n = 330,000); AID 463254;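 note: potency is the fitted concentration of half-maximal effect; plate controls were DMSO wells for no effect and full inhibition by NEM control for full effect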
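Deubiquitinase activity read as fluorescence (485/531 nm) after Ub-CHOP2 cleavage activates the enterokinase reporter on its substrate; USP2 core 10nM, Ub-CHOP2 and substrate 25nM each, 30min compound preincubation then 60min RT; data normalized to NEM, curves fitted.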
TCR activator: activates T cell receptor signaling. primary human leukocytes, anti-CD3, IL-2 HTRF, 48 h. Potency, µM (series often up to 9.22 µM), inactives show at the top dose activation of IL-2 secretion, actives largely listed as activators. 330,000 tested, under 10 active. AID 504894; note: % of control where 0% means no effect
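HTRF read-out of IL-2 secretion: europium cryptate donor excited at 320nm, d2 acceptor emission at 665nm. Cells were primary human leukocytes incubated 48 hr with compounds and a-CD3 beads, supplying TCR signal only.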
TSHR antagonist: antagonists of human thyroid stimulating hormone receptor | P16473 | TSHR-expressing cells, TSH-stimulated cAMP HTRF, 2 h; hits give low values | activity change, negative = inhibition, % at 11.5 µM | actives 0.2% (n = 330,000);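 active = activity change below a set negative limit, meaning inhibition stronger than a set level, cut at about -70% in these data; inconclusive = activity change between two set negative limits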; note: % is set by controls: 0 for no effect and ±100 for the full control effect
Target sequence (P16473 whole entry, looked up): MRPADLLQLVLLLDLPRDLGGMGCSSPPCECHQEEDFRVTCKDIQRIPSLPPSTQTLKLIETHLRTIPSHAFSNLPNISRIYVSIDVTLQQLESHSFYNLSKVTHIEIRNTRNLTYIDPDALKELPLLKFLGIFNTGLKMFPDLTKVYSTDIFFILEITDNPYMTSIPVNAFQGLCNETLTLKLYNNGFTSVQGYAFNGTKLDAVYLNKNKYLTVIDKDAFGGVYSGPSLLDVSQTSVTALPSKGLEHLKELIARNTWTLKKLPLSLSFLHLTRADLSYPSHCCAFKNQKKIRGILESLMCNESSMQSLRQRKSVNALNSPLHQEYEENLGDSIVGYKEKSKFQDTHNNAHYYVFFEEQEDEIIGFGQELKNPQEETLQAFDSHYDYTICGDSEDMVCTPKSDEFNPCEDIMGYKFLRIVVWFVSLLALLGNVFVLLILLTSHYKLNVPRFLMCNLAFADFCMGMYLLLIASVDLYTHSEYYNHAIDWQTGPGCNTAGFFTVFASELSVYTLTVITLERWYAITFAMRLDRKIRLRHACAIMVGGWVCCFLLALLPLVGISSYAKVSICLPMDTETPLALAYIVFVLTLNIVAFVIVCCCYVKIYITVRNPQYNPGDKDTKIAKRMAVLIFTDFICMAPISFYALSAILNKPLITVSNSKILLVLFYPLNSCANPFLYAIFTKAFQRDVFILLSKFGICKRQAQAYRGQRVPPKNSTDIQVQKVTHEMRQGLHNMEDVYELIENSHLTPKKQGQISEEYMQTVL
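Cell-based HTRF cAMP assay; TSHR cells + compound, TSH EC80 (4nM final), 2 h, 37 deg C. Lysis with anti-cAMP cryptate and cAMP-d2, 30 min RT, read 665/620 nm.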
TRPV1 ag: activates the human vanilloid receptor TRPV1; Q8NER1; TRPV1-expressing cells, Fluo-8 calcium influx, agonist mode; activation, % at 8.33 µM; actives 0.19% (n = 320,000); AID 540275; in the data active = activation above about 80%; inconclusive = between about 30% and that limit; note: 0% is about no effect
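TRPV1-expressing cells were cultured overnight at 35.5C and loaded with Fluo-8 calcium dye for 40 to 90 min at room temperature. After a 10 s baseline, compound was added and calcium influx was read kinetically for 3 min (ex 480/em 520 nm).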
Starred values were filed as active, the others as inactive; u = inconclusive; x = not tested or not shown; [ ] = remark or other dose. Unless noted, calls come from the whole dose curve; as a rule, active = well fitted curve in the direction sought with a large enough effect; inconclusive = small, poorly fitted or top-dose-only effect, or another doubt; inactive = no such curve, though single readings can be large; an effect the other way counts as inactive or inconclusive. The list is partial. The share of hits here may be higher or lower than overall.

Short forms – A = Mito fusion act; B = Eya2 phos inh; C = ELG1 repair inh; D = hERG WT inh; E = AT treatment; F = KCNH2 3.1 inh; G = USP2a block; H = TCR activator; I = TSHR antagonist; J = TRPV1 ag
1. COc1ccc(OCc2cc(C(=O)N3C[C@H]4CC[C@H]3C4)no2)c(Cl)c1
  A: -5% | B: 12% | C: u | D: 3 | E: 6% | F: -4 | G: -6% | H: 1% | I: -6 | J: u
2. CCCNC(=O)c1cc(-c2ccco2)on1
  A: 1% | B: -7% | C: u | D: 6 | E: 2% | F: -5 | G: 3% | H: -6%[46.1 µM] | I: 2 | J: -4
3. CCC(NC(=O)NCc1cccnc1)(C(F)(F)F)C(F)(F)F
  A: 3% | B: -3% | C: 11% | D: -7 | E: 10% | F: 15 | G: 0% | H: 0% | I: -1 | J: 0
4. CN(Cc1ccc2nonc2c1)Cc1nc(CC2CC2)no1
  A: 5% | B: -12% | C: -2% | D: -8 | E: 4% | F: -10 | G: 1% | H: 5% | I: -7 | J: 3
5. CC(NC(=S)NNS(=O)(=O)c1cccc([N+](=O)[O-])c1)c1ccccc1 (configuration not stated)
  A: -7% | B: -8% | C: -11% | D: 10 | E: 9% | F: -1 | G: -1% | H: -3% | I: 6 | J: 0
6. CCCCC[C@@H]1C=C(C(=O)O)[C@H](c2ccc3c(c2)OCO3)N1S(=O)(=O)c1ccc(C)cc1
  A: x | B: -23% | C: -3% | D: -1 | E: -3% | F: -3 | G: -1% | H: 5% | I: -2 | J: x
7. O=C(NCCNc1ccc([N+](=O)[O-])cc1)c1ccco1
  A: -1% | B: 10% | C: 13% | D: -1 | E: 2% | F: -18 | G: 0% | H: 6% | I: 4 | J: 12
8. CC(=O)Nc1cccc(NS(=O)(=O)c2cn(C)c(=O)n(C)c2=O)c1
  A: -3% | B: 2% | C: 6% | D: 2 | E: -23% | F: -4 | G: 1% | H: -56% | I: 5 | J: -8
9. COc1ccc(S(=O)(=O)N2CCN(C(=O)c3cccc(Cl)c3)CC2)cc1
  A: 1% | B: 7% | C: -18% | D: -1 | E: -4% | F: 19 | G: 0% | H: -9% | I: -4 | J: 3
10. Cc1ccnc(NC(=O)Nc2ccc(F)cc2)c1
  A: 7% | B: -2% | C: u | D: 4 | E: 4% | F: -25 | G: 0% | H: 3% | I: -5 | J: -4
11. Cc1nc(-c2ccccc2)sc1C(=O)CSc1ccc(Cl)cc1
  A: -2% | B: 0% | C: 7% | D: -5 | E: 5% | F: -5 | G: 3% | H: 10% | I: -10 | J: 11
12. CCOC(=O)NC(=O)/C(C=Nc1ccc(Cl)c(Cl)c1Cl)=C(\C)O
  A: 1% | B: 5% | C: 7% | D: 1 | E: 12% | F: 2 | G: 3% | H: -2%[46.1 µM] | I: 1 | J: 1
13. O=C(NCCc1nc(-c2ccccc2)cs1)c1ccc(Br)cc1
  A: 13% | B: -6% | C: u | D: 4 | E: 14% | F: -5 | G: -1% | H: 0% | I: -14 | J: 11
14. O=C(Cc1ccc(-n2cccc2)cc1)NCc1ccccc1Cl
  A: 22% | B: -5% | C: -15% | D: -1 | E: -1% | F: -6 | G: -1% | H: -11%[46.1 µM] | I: 0 | J: u
15. COc1cc(C)ccc1OCc1cc(C(=O)NC(C)Cn2cncn2)no1 (configuration not stated)
  A: -2% | B: -4% | C: u | D: 4 | E: 2% | F: 7 | G: 4% | H: x | I: 7 | J: -2
16. O=C(C1CCCN(S(=O)(=O)c2cccs2)C1)N1CCN(C2CCCCC2)CC1 (configuration not stated)
  A: -5% | B: -19% | C: -15% | D: 14 | E: -6% | F: -20 | G: -1% | H: 5% | I: 21 | J: -1
17. C=CCN(C(=O)CCC(=O)O)C1CC(=O)N(c2ccc(OC)cc2)C1=O (configuration not stated)
  A: -4% | B: 16% | C: 14% | D: -9 | E: 1% | F: 23 | G: 2% | H: -6% | I: -2 | J: -3
18. COc1cc(NC(=O)COC(=O)c2ccc([N+](=O)[O-])s2)cc(OC)c1OC
  A: x | B: 4% | C: -2% | D: -2 | E: 4% | F: -10 | G: 4% | H: -1% | I: -4 | J: x
19. C#CCNC(=O)C1=C[C@@H](c2coc3ccccc3c2=O)C[C@@H](OCCCCO)O1
  A: 2% | B: -2% | C: -18% | D: -3 | E: x | F: 4 | G: -1% | H: -3% | I: -22 | J: 6
20. Cn1cc(Cl)cc(C(=O)Nc2ccccc2)c1=O
  A: 4% | B: 2% | C: u | D: -2 | E: 0% | F: 16 | G: -1% | H: 0% | I: -5 | J: 0
21. CCOC(=O)C1CCCN(CC(=O)/C=C2/N(C)c3ccccc3C2(C)C)C1 (configuration not stated)
  A: 1% | B: 26% | C: -17% | D: 20 | E: 4% | F: -12 | G: -9% | H: -1% | I: 4 | J: 5
22. Nc1ccccc1C(=O)Nc1nccs1
  A: 5% | B: 5% | C: u | D: -6 | E: 4% | F: x | G: 1% | H: 2% | I: -14 | J: 3
23. CCCOc1ccc(/C(O)=C2/C(=O)C(=O)N(CCCN3CCOCC3)C2c2ccncc2)cc1 (configuration not stated)
  A: 1% | B: 1% | C: -28% | D: x | E: 3% | F: x | G: 2% | H: x | I: 39 | J: -4
24. NC(=O)c1ccsc1NC(=O)CS(=O)(=O)c1ccccc1
  A: -6% | B: 15% | C: 8% | D: -9 | E: 5% | F: -4 | G: 4% | H: -2% | I: 11 | J: -1
25. O=C(NC1CCCC1)C(c1ccccc1F)N(C(=O)c1csnn1)c1ccccc1 (configuration not stated)
  A: -2% | B: -27% | C: 1% | D: -9 | E: 5% | F: -2 | G: -2% | H: 2% | I: 4 | J: 8
26. COc1ccc(-c2cc(C(=O)Nc3ccc(S(=O)(=O)Nc4ncccn4)cc3)c3ccccc3n2)cc1
  A: 5% | B: 1% | C: u | D: 1 | E: -7% | F: -16 | G: 2% | H: -4% | I: -22 | J: 12
27. Cc1ccc(NC(=O)CSc2nnc(Cc3cccn3C)n2-c2ccc(F)cc2)c(C)c1
  A: 7% | B: -4% | C: -11% | D: -1 | E: 9% | F: -13 | G: 1% | H: -13% | I: -1 | J: -2
28. COc1ccc(C(C(=O)NC(C)(C)C)N(C(=O)CNC(=O)c2cccs2)c2ccc(NC(C)=O)cc2)cc1OC (configuration not stated)
  A: -2% | B: -6% | C: -6% | D: -7 | E: 0% | F: 11 | G: 0% | H: -2% | I: -10 | J: -10
29. Cc1ccc(S(=O)(=O)NCCC(=O)OCC(=O)NCCc2ccccc2)cc1C
  A: -4% | B: -18% | C: 1% | D: -1 | E: 1% | F: -11 | G: -5% | H: 1% | I: 8 | J: -1
30. CCOC(=O)c1c(/N=C/c2cc(C)ccc2O)sc2c1CCN(C)C2
  A: -4% | B: 0% | C: 12% | D: -1 | E: 1% | F: 9 | G: 1% | H: -9%[46.1 µM] | I: 1 | J: -1
31. Cc1cc(C(=O)NCCN2CCOCC2)c2ccccc2n1
  A: x | B: -31% | C: -1% | D: -14 | E: 10% | F: -9 | G: 8% | H: 3% | I: x | J: x
32. CCOC(=O)C(=O)/C(C#N)=C/Nc1ccccc1
  A: -3% | B: 11% | C: -1% | D: -26 | E: x | F: x | G: 0% | H: -6% | I: 3 | J: 3
